# Bioassay records: PubChem BioAssay, National Center for Advancing Translational Sciences (NCATS)
# Nrf2 block: inhibitors of Nrf2 signaling; A549 ARE-Fluc reporter, luciferase luminescence, 18-24 h; Potency, µM (series often up to 46 µM), for the others: at the top dose activity change, negative = inhibition, hits mostly inhibitors; actives 2.1% (n = 360,000); also: potency is read from the fitted curve at half-maximal effect; % is scaled to controls: 0 for no effect and ±100 for the full control effect; nearly all actives have a fitted effect of over 60% in size
#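 Cells were seeded and rested 2 h, then exposed to compounds for 18-24 h. CellTiter-Fluor was read first as a viability measure. BugLite was added 15 min before the final luminescent read of ARE-luciferase activity in A549 cells.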
# Mm-Cpn inhibitor: blocks the Methanococcus maripaludis chaperonin Mm-Cpn; purified Mm-Cpn ATPase, ADP Transcreener TR-FRET; Potency, µM (doses to about 76.9 µM), without a hit: top-dose activity, negative = inhibition, most hits filed as inhibitors; actives 0.031% (n = 330,000); AID 504842; also: potency is read from the fitted curve at half-maximal effect; % is scaled to controls: 0 for no effect and ±100 for the full control effect; nearly all actives have a fitted effect of over 80% in size
#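 ATP (10 uM final) was added to archaeal chaperonin (25 nM final) after 10 min exposure to test compound at 37°C; after 30 min further incubation, ADP was detected by competitive TR-FRET.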
# TGFb SMAD3 inh: inhibitors of TGF-b signaling; HepG2 CAGA-GFP TGF-b/SMAD3 reporter, GFP fluorescence, 18 h; TGF-beta stimulated, 500 pg/mL final; Potency, µM (doses to about 46.1 µM), inactives show at the highest dose activity, negative = inhibition, hits mostly inhibitors; actives 1.2% (n = 410,000); also: potency is read from the fitted curve at half-maximal effect; % is scaled to controls: 0 for no effect and ±100 for the full control effect; nearly all actives have a fitted effect of over 65% in size
#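 Inhibition was scored as loss of TGF-beta-induced (500 pg/mL final, 18 hours, 37 degrees C) GFP in HEPG2 cells carrying a CAGA-GFP reporter, in DMEM with 1% FBS. Well GFP was summed per cell; Activity was normalised to unstimulated and stimulated DMSO wells, then concentration-response fitting.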
# Abeta rescue: compounds reversing amyloid beta toxicity in yeast. Potency, µM (doses to about 46.1 µM), without a hit: at the top dose growth rescue, hits mostly activators. actives 0.063% (n = 410,000). yeast expressing A-beta42, growth rescue, OD600, 48 h; response scale: 0% DMSO, 100% iron-clioquinol control; also: potency is read from the fitted curve at half-maximal effect; nearly all actives have a fitted effect of over 55% in size
#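 Growth rescue measured by 600 nm absorbance after 48 h yeast culture at 30 C with compound. Values normalized between DMSO and an equimolar ferric chloride plus clioquinol control.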
# HepG2 viability: counter-screen for TGF-b inhibitors: cytotoxicity in HepG2 cells; HepG2 CAGA-GFP viability, ATP luminescence, 18 h; Potency, µM (titrated, usually from 46.1 µM), without a hit: at the highest dose activity change, negative = cytotoxicity, actives largely listed as cytotoxic; actives 0.76% (n = 410,000); also: potency is read from the fitted curve at half-maximal effect; some results filed as inactive show a strong effect at the top dose
#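 HepG2 CAGA-GFP cells (1000/well, DMEM with 1% FBS) received compound, then TGF-beta at 500 pg/mL final, and were incubated 18 hours at 37 degrees C. Viability was read by CellTiter-Glo luminescence. Media-only wells were set as complete cell-killing and DMSO as no toxicity.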
# pAkt inh: Akt phosphorylation inhibition | activity change, % for hits at 50 µM | Neuro2A IGF-stimulated pAkt S473 HTRF, 20 min; stronger effect = lower value | actives 0.32% (n = 360,000); in the data active = activity change below about -80%; inconclusive = mostly about -51% to -80%; also: % is scaled to controls: 0 for no effect and ±100 for the full control effect
#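 Neuro2A cells (4,500/well, DMEM with 0.5% FBS) were treated with compound at a single 50 µM final concentration, stimulated with 6 nM IGF for 20 min at 37 °C, and lysed. Phospho-Akt Ser473 was read by HTRF as 665/615 ratio ×10^4.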
# Nrf2 ARE act: activates Nrf2 signaling; AREc32 ARE-luciferase reporter (MCF7-derived line), luminescence, 24 h; actives 0.31% (n = 410,000); Potency, µM (top dose mostly 46.1 µM), for the others: at the highest dose activation, actives largely listed as activators; AID 624171; also: potency is read from the fitted curve at half-maximal effect; % of control where 0% means no effect; nearly all actives have a fitted effect of over 65% in size
#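 Nrf2 activation is followed as ARE-luciferase induction in the AREc32 line after one day of compound treatment; luminescence is read with Steady-Glo.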
# A549 viability: A549 cytotoxicity, counter-screen for Nrf2 inhibitors; AID 504648; Potency, µM (top dose mostly 46 µM), without a hit: at the highest dose activity change, negative = cytotoxicity, hits mostly inhibitors; A549 ARE-Fluc cells, CellTiter-Fluor viability, 18-24 h; actives 0.16% (n = 390,000); also: potency is read from the fitted curve at half-maximal effect; % is scaled to controls: 0 for no effect and ±100 for the full control effect
#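 A549 ARE_Fluc cells in 5% FBS OPTI-MEM were exposed to compounds in concentration-response for 18-24 h at 37 deg C. Viability was read by CellTiter-Fluor fluorescence (Ex 405/Em 525) after 30 min, before the luciferase read.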
# CCT chaperon mod: changes cytosolic chaperonin activity; activity change, % (no concentration beside the values), hits read low; AID 651819; actives 0.3% (n = 360,000); purified chaperonin ATPase assay, HTRF ADP detection, 30 min; in the data active = activity change below about -30%; also: % is scaled to controls: 0 for no effect and ±100 for the full control effect
#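 Enzyme 40 or 20 nM (batch-dependent) in Tris pH 7.4/KCl/MgCl2/DTT; cpd 76 uM single point; ATP 10 uM; 30 min 37 °C; Transcreener ADP HTRF detection, 30 min RT; ratio 665/615.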
# Active calls of the source: *; i = inactive; u = inconclusive; x = not tested or not shown; & = joins results of further samples; [ ] = dose if it differs, or a comment. Unless noted, calls follow the shape of the dose curve; as a rule, active = well fitted curve in the direction sought with a large enough effect; inconclusive = small, poorly fitted or top-dose-only effect, or another doubt; inactive = no such curve, though single readings can be large; an effect the other way counts as inactive or inconclusive.
SMILES,Nrf2 block,Mm-Cpn inhibitor,TGFb SMAD3 inh,Abeta rescue,HepG2 viability,pAkt inh,Nrf2 ARE act,A549 viability,CCT chaperon mod
COc1cc2cc(C#N)c(SCC(=O)Nc3cc(C)on3)nc2cc1OC,-30%,-16%,4%,-12%,12%,i,0.7%,3%,0.5
COCCNC(=O)C(c1ccc(C)cc1)N(Cc1cccs1)C(=O)CCC(=O)Nc1ccccn1 (stereo not drawn),-5%,0%,-2%,-9%,-23%,i,0.2%,-10%,-1.4
CCn1c(Cc2ccc(OC)cc2)nnc1SCC(=O)Nc1cccc(C(=O)OC)c1,2%,1%,-11%,0%,-8%,i,-0.1%,-1%,-1.6
CN(Cc1ccccc1)C(=O)CCS(=O)(=O)c1cc2c(cc1Cl)NC(=O)CO2,-1%,-1%,7%,-1%,-9%,i,0.0%,-2%,0.5
COc1cc(C(=O)N/C(=C\c2cn(C)c3ccccc23)C(=O)N2CCN(C)CC2)cc(OC)c1OC,-1%,0%,3%,3%,1%,i,-0.1%,2%,0.8
C=CCN1C(=O)c2ccccc2NC1c1cc(Br)cs1 (stereo not drawn),-13%,0%,-4%,-2%,5%,i,0.4%,4%,0.5
Cc1cccn2c(=O)c3cc(C(=O)NCCC4=CCCCC4)n(C)c3nc12,18%,2%,8%,-9%,3%,i,-1.0%,10%,-1.7
CN(C)c1nc(C#N)nc(N2CCOCC2)n1,u,1%,-5%&-3%,-5%,-5%&-20%,i,0.8%,-17%&-12%,-0.4
O=C(Cc1ccccc1)OCC(=O)c1cccc([N+](=O)[O-])c1,0%,0%,7%,9%,11%,i,0.0%,1%,-2.2
O=C(COc1cccc(Cl)c1)Nc1ccc(N2CCOCC2)cc1,0%,-4%,u,12%,-1%,i,0.4%,-1%,-2.3
O=C(NCc1cccs1)C1Cc2c(-c3ccccc3Oc3ccccc3)ccnc2O1 (stereo not drawn),x,x,7%,18%,-9%,i,-0.3%[9.22 µM],x,2.0
CCC1(C2=CCCCC2)C(=O)NC(=O)N=C1N (stereo not drawn),-12%,x,10%,-6%,8%,i,-0.3%,-1%,-2.2
CCN1C(=O)c2ccccc2S(=O)c2ccc(C(=O)N3CCN(c4cccc(Cl)c4)CC3)cc21 (stereo not drawn),u,x,5%,14%,-10%,x,-1.3%,-21%,x
O=C(CSc1nnc(Nc2ccccc2)s1)NN1C(=O)NC2(CCCCC2)C1=O,-3%,1%,u,-4%,7%,i,1.0%,-2%,0.5
Cc1cc(NC(=O)c2ccccc2)c(Cl)cc1N,8.2µM*,0%,17%,-11%,-20%,i,-3.0%,1%,1.6
CC(C)Oc1ccc(S(=O)(=O)N2CCCCC2)cc1NC(=O)CN1C(=O)NC2(CCCC2)C1=O,-14%,1%,19%,11%,11%,i,1.5%,0%,-1.5
CCC(C(=O)Nc1ccccc1)n1nc(-c2cc(C)ccc2C)ccc1=O (stereo not drawn),-16%,x,u,-9%,-20%,x,3.5%,-8%,x
CC1CCC(C(C)C)C(OP(=O)(c2ccccc2)C(O)c2ccncc2)C1 (stereo not drawn),-4%,1%,-1%,18%,-16%,i,-0.5%,7%,0.3
O=S(=O)(c1ccccc1)c1nc(-c2ccco2)oc1SCc1ccc(F)cc1,-21%[9.27 µM],x,-14%,-6%,-33%,x,-0.9%,-17%,x
C[C@H]1CN([C@@H](C)CO)S(=O)(=O)c2ccc(Br)cc2O[C@H]1CN(C)Cc1ccccc1,x,x,u,-5%,-53%,i,0.4%,x,-1.5

# 3 entries from above, field by field:
COCCNC(=O)C(c1ccc(C)cc1)N(Cc1cccs1)C(=O)CCC(=O)Nc1ccccn1 (stereo not drawn)
  Nrf2 block = -5% | Mm-Cpn inhibitor = 0% | TGFb SMAD3 inh = -2% | Abeta rescue = -9% | HepG2 viability = -23% | pAkt inh = i | Nrf2 ARE act = 0.2% | A549 viability = -10% | CCT chaperon mod = -1.4

CCn1c(Cc2ccc(OC)cc2)nnc1SCC(=O)Nc1cccc(C(=O)OC)c1
  Nrf2 block = 2% | Mm-Cpn inhibitor = 1% | TGFb SMAD3 inh = -11% | Abeta rescue = 0% | HepG2 viability = -8% | pAkt inh = i | Nrf2 ARE act = -0.1% | A549 viability = -1% | CCT chaperon mod = -1.6

CN(Cc1ccccc1)C(=O)CCS(=O)(=O)c1cc2c(cc1Cl)NC(=O)CO2
  Nrf2 block = -1% | Mm-Cpn inhibitor = -1% | TGFb SMAD3 inh = 7% | Abeta rescue = -1% | HepG2 viability = -9% | pAkt inh = i | Nrf2 ARE act = 0.0% | A549 viability = -2% | CCT chaperon mod = 0.5

# The list continues.
SMILES,Nrf2 block,Mm-Cpn inhibitor,TGFb SMAD3 inh,Abeta rescue,HepG2 viability,pAkt inh,Nrf2 ARE act,A549 viability,CCT chaperon mod
c1ccc(Cc2noc(CN3CCN(Cc4ccc5c(c4)OCO5)CC3)n2)cc1,-1%,-2%,-10%,-16%,-27%,i,-0.9%,-1%,0.6
Cc1cc(S(=O)(=O)N2CCOCC2)ccc1OCC(=O)Nc1ccc(Br)cc1F,7%,-1%,5%,-11%,5%,i,-1.1%,0%,-2.8
CCCCNC(=O)CSc1nc2c(sc(=S)n2-c2cc(Cl)ccc2OC)c(=O)[nH]1,15%,-11%,-2%,29%,6%,i,-0.8%,0%,-0.4
CCc1cccc(OCCCCNCCCOC)c1,-1%,-1%,10%,-6%,-9%,i,-2.0%,5%,-3.4
COc1ccc(CNC(=O)CCSc2ccc(F)cc2)cc1OC,6%,-1%,-31%,-3%,8%,i,3.8%,1%,0.6
O=C(NCCc1ccc(F)cc1)c1n[nH]c2ccccc12,u,0%,-12%,30%,-15%,i,3.3%,13%,-1.3
COc1ccc(-c2cn3cc(C)ccc3n2)cc1OC,u,-5%,-19%,-5%,-40%,i,-0.9%,2%,-1.7
C=CCC[C@@H](Cc1ccc(F)cc1)C(=O)OC[C@H](Cc1c[nH]c2ccccc12)NC(=O)[C@@H](CC=C)CC(=O)N[C@@H](CO)Cc1ccccc1,-14%,0%,u,6%,-49%,i,4.4%,-10%,-4.1
CCN(CCCNC(=O)c1c(C)oc2ncn(CC(C)C)c(=O)c12)Cc1ccccc1,11%,x,-16%,0%,-7%,x,4.1%,10%,x
Cc1cccc(N2C(=O)CS/C2=N\NC(=O)c2ccc(Cl)cc2)c1C,10%,1%,u,6%,4%,i,0.7%,-6%[1.84 µM],-0.5
O=C(c1ccc(F)c(S(=O)(=O)N2CCOCC2)c1)N(CCc1ccccc1)Cc1ccccc1,-17%,-1%,-5%,-9%,8%,i,0.5%,-2%,0.9
Cc1ccc(NC(=O)NC(=O)c2ccccc2)cc1F,u,2%,18%,17%,2%,i,-0.6%,0%,0.3
Cc1ccc(-c2cc(C(=O)Nc3cc(C)on3)c3ccccc3n2)c(C)c1,2%,-5%,-30%,-10%,-12%,i,4.6%,3%,-3.7
CC(C)CN(C#N)c1nc(N2CCOCC2)nc(N2CCOCC2)n1,-23%,-2%,-6%,2%,-7%,i,-0.9%,6%,0.0
COc1cc(NS(=O)(=O)c2ccc(NC(=O)c3ccc(F)cc3)cc2)ncn1,-22%,0%,5%,-10%,9%,i,-0.5%,10%,0.9
Nc1nc(SCC(=O)Nc2ccc(OCc3ccccc3)cc2)n[nH]1,-20%,-1%,-30%,-3%,-18%,i,3.2%,0%,-0.2
O=c1c2ccccc2[nH]c(=S)n1CCCn1ccnc1,-9%,-11%,1%,14%,-68%,i,-0.5%,-4%,-1.8
CCOc1ccc(NC(=O)CN2CCc3ccccc3C2)cc1,-5%,0%,7%,-1%,-10%,i,0.4%,5%,-5.8
COc1ccc(-c2nn(-c3ccccc3)cc2CNCc2cccnc2)c(F)c1,u,-4%,14%,9%,1%,i,4.1%,9%,-4.4
COc1ccc(CCN2CCC(CNC(=O)c3cnn(-c4cccc(Cl)c4)c3C3CCN(C(=O)OC(C)(C)C)CC3)CC2)cc1,-3%,x,-41%,4%,-104%,x,-0.6%,-21%,x
CCOC(=O)/C=C/C(=O)OCc1csc(CC(=O)Nc2ccccc2C)n1,0%,-2%,-25%,-12%,-2%,i,u,0%,-5.5
Cc1cccc(C(=O)NCCNC(=O)c2cccnc2)c1,u,0%,14%,-6%,6%,i,-0.6%,1%,0.3
CC(=O)NC(CC(=O)OCC(=O)Nc1ccc2c(c1)OCO2)c1ccccc1 (stereo not drawn),13%,0%,6%,13%,-5%,i,-0.4%,2%,-0.4
CC(C)N1CCC(C)(C(=O)Nc2cccc3c2CCCC3)C1 (stereo not drawn),x,x,-1%,4%,1%,i,-0.8%,x,-1.8
Cn1c(=O)c2c(nc(Oc3cccc(Br)c3)n2C)n(C)c1=O,-1%,1%,8%,u,0%,i,-0.3%,-6%,-2.1
COc1ccc(OC)c(NC(=O)CCN2CCN(CCO)CC2)c1,-20%,-3%,1%,-6%,-16%,i,-0.5%,-7%,-0.2
CCOC(=O)c1ccc(NC(=O)CSc2ccc(-c3ccncc3)nn2)cc1,-24%,1%,13%,-12%,-5%,i,0.5%,-2%,-11
Cc1cc(F)ccc1S(=O)(=O)N1CCCOC1CNC(=O)C(=O)NCCC1=CCCCC1 (stereo not drawn),u,-2%,3%,18%,13%,i,3.8%,6%,1.4
COc1ccc2c(c1OC)C(=O)N1c3ccccc3C(=O)N(c3ccc(F)cc3)C21 (stereo not drawn),u,-1%,-3%,-7%,8%,i,0.3%,-22%,-0.2
COc1ccc(-c2cc(C(=O)Nc3cc(OC)c(OC)c(OC)c3)[nH]n2)c(C)c1,x,x,15%,-15%,-32%,i,5.3%,x,-1.3
CCOC(=O)C1CCCN(C(=O)CCCOc2cc(=O)n(C)c3ccccc23)C1 (stereo not drawn),-14%,-3%,1%,11%,-16%,i,4.2%,-4%,1.6
